Pf growth 48h: inhibits P. falciparum growth in the first generation, 48 h; hit rate 5.9% among 310,000; Potency, µM (highest dose often 28.7 µM), for inactives: at the highest dose activity change, negative = inhibition, hits mostly inhibitors; P. falciparum luciferase growth in erythrocytes, 48 h; also: potency is read from the fitted curve at half-maximal effect; % is scaled to controls: 0 for no effect and ±100 for the full control effect
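In quantitative HTS format, infected erythrocytes bearing luciferase-reporter parasites were treated for a single generation at 37 C. Luminescence after adding detection reagent served as the growth measure.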
Pf growth 96h: inhibits malaria parasite growth, 96 h. P. falciparum luciferase reporter growth, 96 h. Potency, µM (series often up to 28.7 µM), without a hit: at the top dose activity change, negative = inhibition, most hits filed as inhibitors. hit rate 6.9% among 320,000. AID 504834; also: potency is read from the fitted curve at half-maximal effect; % is scaled to controls: 0 for no effect and ±100 for the full control effect
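Readout is luminescence from an integrated firefly luciferase in P. falciparum. Red cells, 2% hematocrit and 0.05% parasitemia final, were cultured with compound through two parasite generations (96 hours) at 37 C, 5% CO2.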
LmPK inhibitor: blocks Leishmania mexicana pyruvate kinase activity. purified LmPK, Kinase-Glo ATP luminescence, 1 h. AID 1721. Potency, µM (titrated, usually from 57.5 µM), without a hit: at the highest dose activity change, negative = inhibition, usual class: inhibitors. hit rate 0.37% among 290,000. Q27686; also: potency is read from the fitted curve at half-maximal effect; % is scaled to controls: 0 for no effect and ±100 for the full control effect
Target sequence (Q27686 whole entry, looked up): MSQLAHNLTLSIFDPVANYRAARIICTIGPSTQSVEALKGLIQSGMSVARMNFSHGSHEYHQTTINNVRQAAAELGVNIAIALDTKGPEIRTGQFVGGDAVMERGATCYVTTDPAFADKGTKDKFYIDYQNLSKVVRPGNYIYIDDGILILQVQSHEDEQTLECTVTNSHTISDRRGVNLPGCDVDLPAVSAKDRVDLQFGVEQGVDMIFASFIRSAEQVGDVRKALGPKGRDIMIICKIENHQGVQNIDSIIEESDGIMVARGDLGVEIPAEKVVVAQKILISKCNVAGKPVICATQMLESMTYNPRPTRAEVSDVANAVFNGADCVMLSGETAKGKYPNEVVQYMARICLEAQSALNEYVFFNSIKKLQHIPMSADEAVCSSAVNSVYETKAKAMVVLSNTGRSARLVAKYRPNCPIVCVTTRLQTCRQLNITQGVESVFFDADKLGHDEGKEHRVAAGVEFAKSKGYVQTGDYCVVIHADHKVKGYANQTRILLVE
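In 50 mM imidazole pH 7.2 with 7 mM MgCl2, LmPK (0.1 nM) turned over PEP (0.5 mM) and ADP (0.1 mM) for 1 h at room temperature. Luciferase read-out of ATP.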
AMA1-RON2 inh: AMA1-RON2 (P. falciparum) interaction inhibition | Potency, µM (titrated, usually from 58.2 µM), inactives show top-dose activity change, negative = inhibition, usual class: inhibitors | hit rate 0.2% among 360,000 | AlphaScreen AMA1-biotinylated RON2 peptide binding;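 also: potency is read from the fitted curve at half-maximal effect; 0% = vehicle wells and -100% = peptide control; nearly all actives have a fitted effect of over 45% in size; some results filed as inactive show a strong effect at the top dose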
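AMA1 (3D7) with his tag at 25 nM final met compounds first, then biotinylated RON2 peptide at 25 nM; detection used donor plus acceptor beads, 10 µg/mL apiece, read by AlphaScreen after 30 min at room temperature.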
CHX counter: affects cycloheximide protein synthesis inhibition readout, counter-screen; cell reporter, cycloheximide protein synthesis inhibition counterscreen; max response, %; hit rate 12% among 300,000; AID 2314; in the data active = max response mostly above about 13%, no sharp cut-off; inactive = mostly below about 14%; also: read at 38.3 µM for the half of the compounds with a filed dose; 0% is about no effect
TbPYK inhibitor: inhibitors of Trypanosoma brucei pyruvate kinase; Q57TT1; TbPYK enzyme, Kinase-Glo Plus ATP luminescence, 45 min; Potency, µM (doses to about 76.8 µM), for the others: at the highest dose activity, negative = inhibition, usual class: inhibitors; hit rate 0.12% among 410,000; AID 624173; also: potency is read from the fitted curve at half-maximal effect; % is scaled to controls: 0 for no effect and ±100 for the full control effect; nearly all actives have a fitted effect of over 50% in size
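Assay buffer: 50 mM TEA pH 7.2, 100 mM KCl, 10 mM MgCl2, 0.05% BSA, 0.01% Tween-20. Pyruvate kinase from T. brucei plus substrate met compound, then ADP (130 uM final). Luminescence was read post 45 min RT.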
Shiga toxin inh: blocks Shiga toxin action in Vero cells. Vero cells, Shiga toxin protein synthesis inhibition reporter. inhibition, % at 38.7 µM. hit rate 9.2% among 290,000. AID 2315; in the data active = inhibition mostly above about 28%, no sharp cut-off; inactive = mostly below about 43%; also: 0% is about no effect
Active calls of the source: *; i = inactive; ? = inconclusive; nt = no result given; [ ] = another dose, or the depositor's remark. Unless noted, calls follow the shape of the dose curve; as a rule, active = well fitted curve in the direction sought with a large enough effect; inconclusive = small, poorly fitted or top-dose-only effect, or another doubt; inactive = no such curve, though single readings can be large; an effect the other way counts as inactive or inconclusive.

Short forms – A = Pf growth 48h; B = Pf growth 96h; C = LmPK inhibitor; D = AMA1-RON2 inh; E = CHX counter; F = TbPYK inhibitor; G = Shiga toxin inh
Cc1ccc(CN2CN(S(=O)(=O)c3cccs3)c3nc4ccccc4nc32)cc1
  A: ?; B: 66%[activator]; C: -2%; D: -4%; E: 91*; F: -2%; G: 81*

COCc1cc(/C=N\NC(=O)COc2ccccc2)ccc1OC
  A: 13%; B: -13%; C: -1%; D: 6%; E: -1; F: -2%; G: 1

Cc1cc(=O)oc2cc3c(cc12)OCCN3
  A: 43%[activator]; B: 37%[activator]; C: -3%; D: -12%; E: 8; F: -5%; G: 11

COc1ccc(S(=O)(=O)N2CCN(C)CC2)cn1
  A: ?; B: ?; C: 4%; D: -4%; E: 11; F: 2%; G: -8

COn1c(=O)c(-c2ccc(Cl)cc2)[n+]([O-])c2ccccc21
  A: 68%[activator]; B: ?; C: 1%; D: -18%; E: -2; F: 4%; G: -38

COc1cccc(-c2nc(N3CCC(C)CC3)c3ccccc3n2)c1O
  A: -9%; B: 32%[activator]; C: 2%; D: -21%; E: -6; F: -21%; G: -24

Cc1ccc(S(=O)(=O)N(C)c2ccc(C(=O)N(C)Cc3nc4ccccc4c(=O)[nH]3)cc2)cc1
  A: 12µM*; B: 5.9µM*; C: nt; D: -8%; E: nt; F: -11%; G: nt

CCOC(=O)Nc1ccc2c(c1)N(C(=O)CN)c1ccccc1CC2
  A: 12µM*; B: ?; C: -2%; D: 58%[activator]; E: -1; F: 1%; G: -4

CC(=O)NCCNS(=O)(=O)c1ccc(C)c([N+](=O)[O-])c1
  A: 9%; B: 4%; C: 1%; D: -5%; E: -7; F: 1%; G: -3

CC(C)CCN1C(N(C)C)=NC[C@@H]1C
  A: -23%; B: -12%; C: nt; D: 7%; E: nt; F: 1%; G: nt

Clc1ccc(OCc2nc3ccccc3[nH]2)cc1
  A: 203%[activator]; B: ?; C: -15%; D: 4%; E: 32*; F: -6%; G: 56*

O=C(Nc1nccs1)C1CCN(S(=O)(=O)c2cccnc2)CC1
  A: nt; B: 17%; C: 6%; D: 2%; E: -2; F: 2%; G: -2

COC(=O)/C(=C\Nc1ccc(Cl)cc1Cl)NC(=O)c1ccc(Cl)cc1Cl
  A: 6%; B: 1%; C: 4%; D: -5%; E: 19*; F: -1%; G: 80*

CCCc1cc(=O)[nH]c(SCC(=O)NC2CCCCC2)n1
  A: nt; B: nt; C: -1%; D: 3%; E: -4; F: -6%; G: -8

O=C(c1cc2ccccc2cc1OCC(O)CN1CCCCC1)N1CCCCC1 (centres undefined)
  A: nt; B: -34%; C: 0%; D: -9%; E: 2; F: -1%; G: -4

COC(=O)/C(C#N)=C/c1c(N2CCCCCC2)nc2ccccn2c1=O
  A: 2%; B: ?; C: -6%; D: -19%; E: 0; F: 4%; G: 3

CCn1c(C)nc2cc(C(=O)NNC(=S)Nc3ccccc3Cl)ccc21
  A: 84%[activator]; B: i; C: -2%; D: 38%[activator][2.32 µM]; E: 40*; F: -16%; G: 51*

COc1ccc(NC(C)=O)cc1S(=O)(=O)Nc1ccccc1C(=O)N1CCCC1
  A: -2%; B: -22%; C: 7%; D: -16%; E: -6; F: 1%; G: 8

C=CCNc1nc2c(c(=O)[nH]c(=O)n2C)n1CCOc1ccccc1
  A: 4%; B: 23%; C: 1%; D: 10%; E: -1; F: -2%; G: nt

Cc1noc(C(=O)Nc2ccc(F)c(Cl)c2)c1Cl
  A: 65%[activator]; B: 233%[activator]; C: -5%; D: -5%; E: 29*; F: -6%; G: 30*

Cc1cc(OC(=O)c2ccccc2)c([N+](=O)[O-])c(=O)[nH]1
  A: 13%; B: 27%; C: 1%; D: 12%; E: 1; F: 3%; G: -3

O=C(NC(=S)Nc1cc(Cl)ccc1O)c1cccc(Br)c1
  A: ?; B: 3.3µM*; C: 1%; D: 84%[activator]; E: 42*; F: 1%; G: 90*

CC(C)OP(=O)(OC(C)C)C(C)NC(=O)Cc1ccccc1 (centres undefined)
  A: ?; B: 9%; C: 3%; D: 12%; E: -3; F: -5%; G: -11

CCOC(=O)c1sc(NC(=O)c2cccc(S(=O)(=O)N3CCc4ccccc43)c2)c(C#N)c1C
  A: ?; B: 18%; C: -1%; D: -4%; E: -1; F: ?; G: -8

CSC1=NSC2=NC(=O)/C(=C/c3coc4ccccc4c3=O)C(=N)N12
  A: 3%; B: 22%; C: 0%; D: 10%; E: 17; F: -11%; G: 47*

Sorted by heavy-atom count (descending): part of the list above
Short forms – A = Pf growth 48h; B = Pf growth 96h; C = LmPK inhibitor; D = AMA1-RON2 inh; E = CHX counter; F = TbPYK inhibitor; G = Shiga toxin inh
COC(=O)/C(=C\Nc1ccc(Cl)cc1Cl)NC(=O)c1ccc(Cl)cc1Cl
  A: 6%; B: 1%; C: 4%; D: -5%; E: 19*; F: -1%; G: 80*

O=C(Nc1nccs1)C1CCN(S(=O)(=O)c2cccnc2)CC1
  A: nt; B: 17%; C: 6%; D: 2%; E: -2; F: 2%; G: -2

Cc1cc(OC(=O)c2ccccc2)c([N+](=O)[O-])c(=O)[nH]1
  A: 13%; B: 27%; C: 1%; D: 12%; E: 1; F: 3%; G: -3

Cc1cc(=O)oc2cc3c(cc12)OCCN3
  A: 43%[activator]; B: 37%[activator]; C: -3%; D: -12%; E: 8; F: -5%; G: 11

Following part:
Short forms – A = Pf growth 48h; B = Pf growth 96h; C = LmPK inhibitor; D = AMA1-RON2 inh; E = CHX counter; F = TbPYK inhibitor; G = Shiga toxin inh
CCOC(=O)CSc1ncc(-c2ccc([N+](=O)[O-])cc2)[nH]1
  A: 28%; B: 63%[activator]; C: -4%; D: -1%; E: -2; F: -8%; G: 37

Cc1ncc(CO)c2c1OC(C)(C)OC2
  A: 11%; B: -8%; C: -10%; D: 1%; E: 0; F: -7%; G: -2

CCOc1cc(/C=C2\C(=N)N3N=CSC3=NC2=O)ccc1OS(=O)(=O)c1ccccc1
  A: 4%; B: -21%; C: 3%; D: 41%[activator]; E: 5; F: 16%; G: 11

COCCN(Cc1cc2cc(C)ccc2n2nnnc12)C(=S)Nc1ccccc1C
  A: 35%[activator]; B: -19%; C: -1%; D: 0%; E: 8; F: 4%; G: 3

c1ccc(Nc2ncnc3sc4c(c23)CCC4)cc1
  A: 5%; B: 1%; C: -7%; D: 10%; E: 1; F: 3%; G: -11

Cc1ccccc1NC(=O)Nc1ccccc1Br
  A: -3%; B: 0%; C: 4%; D: -1%; E: 5; F: 3%; G: 37

COc1ccc(N2CCN(Cc3cc4c(cc3O)CCC4)CC2)cc1
  A: 1.7µM*; B: nt; C: 6%; D: 15µM*; E: -4; F: -1%; G: -22

CCn1cc(CN2CCC(n3nccc3NC(=O)c3ccccc3OC)CC2)cn1
  A: -28%; B: ?; C: 3%; D: 0%; E: 6; F: -8%; G: -5

COc1cccc(CC2(CO)CCCN(Cc3[nH]c4ccc(C)cc4c3C)C2)c1 (centres undefined)
  A: 9.3µM*; B: 5.9µM*; C: 0%; D: -8%; E: -3; F: -3%; G: 2

O=C(CCl)N(C/C=C/c1ccccc1)c1ccc2c(c1)OCCO2
  A: ?; B: ?; C: 1%; D: 6%; E: 52*; F: -6%; G: 164*

COc1ccc(CCNC(=O)COC(=O)c2cc(OC)c(OC)cc2OC)cc1
  A: ?; B: -64%[5.75 µM]; C: 2%; D: -10%; E: -4; F: 2%; G: 2

Cc1ccc(-c2[nH]c3cc(C(N)=O)ccc3c(=O)c2O)cc1
  A: ?; B: ?; C: 0%; D: 92%[activator]; E: -3; F: -8%; G: 3

O=C(CN1CCN(c2cnn(-c3ccccc3)c(=O)c2Cl)CC1)NC1CCS(=O)(=O)C1 (centres undefined)
  A: 25%; B: 25%; C: nt; D: 12%; E: nt; F: -8%; G: nt

O=S(=O)(c1ccccc1)N1CCC(O)(CN2CCN(c3ccccc3)CC2)CC1
  A: 1%; B: -1%; C: 1%; D: -5%; E: -4; F: -2%; G: -8

CN(CC(=O)Nc1ccccc1Cl)C(=O)COC(=O)CSc1ccc(Cl)cc1
  A: -5%; B: -17%; C: nt; D: 0%; E: nt; F: -2%; G: nt

CC(C)(C)c1cc(NC(=O)c2ccco2)no1
  A: 198%[activator]; B: -8%; C: ?; D: -9%; E: 44*; F: 1%; G: 81*

CSc1ccc(CCNC(=O)c2ccc(CS(=O)Cc3ccccc3Cl)o2)cc1 (centres undefined)
  A: 0%; B: -18%; C: -2%; D: -5%; E: 4; F: -6%; G: 34

CC(C)CCn1c(=S)[nH]c2ncccc2c1=O
  A: 6%; B: ?; C: 4%; D: 20%; E: 2; F: -3%; G: 0

C=CCn1c(SCC(=O)Nc2ccc3c(c2)OCO3)nnc1-c1cc(Br)ccc1O
  A: ?; B: 21%; C: 3%; D: 65%[activator]; E: 0; F: 21%; G: -7

Cc1cc(C(=O)N2CCCC(C(=O)c3ccc4ccccc4c3)C2)nn1C (centres undefined)
  A: 10%; B: ?; C: 1%; D: -2%; E: 1; F: -4%; G: -5

CC(C)NC(=O)C1CCCN(S(C)(=O)=O)C1 (centres undefined)
  A: -9%; B: 64%[activator]; C: -2%; D: 0%; E: -1; F: 3%; G: 7

Cc1ccc(N2CC(C(=O)Nc3ccccc3OC(F)F)CC2=O)cc1 (centres undefined)
  A: ?; B: -27%; C: nt; D: 14%; E: nt; F: 0%; G: nt

Cc1ccc(C)c(NC(=O)COc2coc(CN3CCc4ccccc4C3)cc2=O)c1
  A: -18%; B: ?; C: nt; D: 5%; E: nt; F: -5%; G: nt

CN1CCN(CC(=O)N(C)c2nc(-c3ccccc3)cs2)CC1
  A: 75%[activator]; B: 0%; C: 1%; D: 13%; E: 61*; F: -1%; G: 60*

CCN(CC)C(=O)CSc1nnnn1-c1ccc(F)c(Cl)c1
  A: 14%; B: 1%; C: 2%; D: 0%; E: 4; F: 2%; G: -4

CSc1nnc(Cn2c(=O)sc3ccccc32)n1-c1cccc(Cl)c1
  A: -9%; B: 23%; C: 2%; D: -5%; E: -2; F: -6%; G: -11

CC(C)CC(=O)OCC(=O)Nc1ccccc1Sc1ccccc1
  A: -22%; B: 19%; C: 0%; D: 26%; E: -3; F: -4%; G: 7

OC1CC(c2ccco2)NC2(CCCCC2)C1 (centres undefined)
  A: 15%; B: ?; C: -11%; D: -12%; E: 0; F: -3%; G: -8

CC(C)(C)OC(=O)N1CCCN(C(=O)c2ccc(Cl)cc2)CC1
  A: nt; B: 7%; C: 0%; D: 1%; E: 4; F: 6%; G: -1

N#Cc1ccc(NC(=O)COC(=O)C2=COCCO2)cc1
  A: 24%; B: 33%[activator][5.75 µM]; C: 0%; D: 0%; E: 28; F: -11%; G: -3

Cc1c(C(=O)NCc2cccnc2)oc2ccc(S(=O)(=O)N3CCCCCC3)cc12
  A: 9.3µM*; B: 7%; C: 8%; D: -1%; E: -2; F: 4%; G: -11

Screens deposited in PubChem by National Center for Advancing Translational Sciences (NCATS).
